Source: PubChem
PKM2 act = activators of human pyruvate kinase M2; purified PKM2, Kinase-Glo ATP luminescence, activation; response scale: 0% is enzyme alone, no compound; AID 1631; Potency, µM (top dose mostly 57.5 µM), for the others: top-dose activation, usual class: activators; actives 0.34% (n = 260,000); note: potency is the fitted concentration of half-maximal effect; % is set by controls: 0 for no effect and ±100 for the full control effect; nearly all actives have a fitted effect of over 55% in size
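hPK-M2, >95% pure; 0.1 mM ADP / 0.5 mM PEP final; imidazole pH7.2 buffer w/ 7 mM MgCl2, 50 mM KCl; 1 h RT; Kinase-Glo lum. Intermediate enzyme activity for dual inhibitor/activator qHTS.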
Giardia killer = Giardia lamblia killing; Giardia lamblia trophozoite viability; activity change, % at 7.66 µM, hits read low; actives 0.15% (n = 340,000); AID 540267; in the data active = activity change below about -80%; inconclusive = between about -30% and that limit;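 note: parasites exposed to compound for two days anaerobically before the ATP read; % is set by controls: 0 for no effect and ±100 for the full control effect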
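Trophozoite viability was measured as ATP-dependent luminescence, read 15-30 min after reagent addition. Before that, parasites at 100 cells/well were exposed to compounds for 48 h, anaerobically, at 37 deg C.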
Coupling enz = inhibits coupling enzyme system, counter-screen for aldolase hits; coupling enzyme system counterscreen, AmpLite Red fluorescence; actives 0.67% (n = 290,000); activity change, negative = inhibition, % at 58.2 µM, hits read low; in the data active = activity change below about -30%; note: % is set by controls: 0 for no effect and ±100 for the full control effect
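Final compound at 57.5 uM, incubated 10 min at RT with coupling enzyme reagent (glyceraldehyde-3-phosphate), then 20 min with substrate and AmpLite Red detection. Fluorescence read at 525/598 nm; tests interference with the coupling assay, not aldolase inhibition.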
B2AR arrestin = recruits beta-arrestin to the human beta2-adrenergic receptor; AID 492947; P07550; actives 0.02% (n = 330,000); beta-arrestin recruitment to beta2AR, cell-based reporter; Potency, µM (titrated, usually from 46.1 µM), for inactives: top-dose activation, most hits filed as activators;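 note: potency is the fitted concentration of half-maximal effect; 0% = DMSO controls and full agonism = EC100 isoproterenol or metaproterenol; nearly all actives have a fitted effect of over 65% in size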
Target sequence (P07550 whole entry, looked up): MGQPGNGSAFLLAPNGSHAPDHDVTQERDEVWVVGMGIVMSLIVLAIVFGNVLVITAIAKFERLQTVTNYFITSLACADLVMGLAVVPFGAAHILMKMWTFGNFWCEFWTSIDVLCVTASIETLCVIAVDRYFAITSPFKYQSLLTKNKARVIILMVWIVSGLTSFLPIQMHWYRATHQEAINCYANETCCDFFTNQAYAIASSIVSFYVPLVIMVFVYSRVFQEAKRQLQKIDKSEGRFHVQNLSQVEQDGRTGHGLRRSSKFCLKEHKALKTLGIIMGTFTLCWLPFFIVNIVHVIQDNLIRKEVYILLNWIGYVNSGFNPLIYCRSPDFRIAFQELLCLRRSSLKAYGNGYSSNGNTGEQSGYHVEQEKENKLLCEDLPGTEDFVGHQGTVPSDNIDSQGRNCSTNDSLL
TSG101-PTAP inh = blocks PTAP/TSG101 interaction to inhibit HIV-1 budding; 340,000 tested, under 10 active; Potency, µM (doses to about 115 µM), for inactives: top-dose activity change, negative = inhibition, most hits filed as inhibitors; Fluorescence polarization, FITC-PTAP peptide / Tsg101 binding; Q99816; AID 493005; active = well fitted inhibition curve with a large enough effect in the main read-out, with a control signal flat, not every such curve was filed as active; inconclusive = small, poorly fitted or top-dose-only effect, or effect the other way, or a change in a side signal; inactive = no such curve, though single readings can be large or run the other way; note: potency is the fitted concentration of half-maximal effect; % of control where 0% means no effect
Target sequence (Q99816 whole entry, looked up): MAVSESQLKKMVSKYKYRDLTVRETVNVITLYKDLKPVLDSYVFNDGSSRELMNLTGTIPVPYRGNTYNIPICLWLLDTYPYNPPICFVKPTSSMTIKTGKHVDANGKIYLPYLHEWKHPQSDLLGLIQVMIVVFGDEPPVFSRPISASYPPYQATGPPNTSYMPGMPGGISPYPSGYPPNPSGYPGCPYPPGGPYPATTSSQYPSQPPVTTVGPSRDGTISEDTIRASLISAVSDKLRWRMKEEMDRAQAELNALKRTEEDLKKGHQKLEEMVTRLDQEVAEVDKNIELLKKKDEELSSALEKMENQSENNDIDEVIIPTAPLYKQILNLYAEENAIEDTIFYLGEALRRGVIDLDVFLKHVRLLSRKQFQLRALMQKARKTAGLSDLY
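Tsg101 binding domain (10 uM final) was mixed with compound and a FITC-labeled PTAP peptide (50 nM final) in HEPES pH 7.5 buffer with NaCl, Tween 20, EDTA and TCEP; fluorescence polarization was read after 20 min at r.t.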
Tb PFK block = T. brucei PFK enzyme inhibition. Potency, µM (titrated, usually from 57.5 µM), for the others: at the highest dose activity, negative = inhibition, most hits filed as inhibitors. O15648. T. brucei PFK, ADP-Glo luminescence. actives 0.17% (n = 330,000);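 note: potency is the fitted concentration of half-maximal effect; 0% = uninhibited 1x PFK enzyme wells and -100% = no-enzyme wells; nearly all actives have a fitted effect of over 60% in size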
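Activity is normalized to no-enzyme wells (full inhibition) and 1.25 nM enzyme wells (no inhibition). Reaction: 0.5 mM F6P, 0.1 mM ATP, 45 min RT, ADP-Glo luminescence; concentration-response curves fitted and classed by quality.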
GALK inhibitor = inhibitors of human galactokinase; Purified GALK, Kinase-Glo residual ATP luminescence; Potency, µM (titrated, usually from 57.5 µM), for inactives: top-dose activity change, negative = inhibition, hits mostly inhibitors; AID 1868; actives 0.007% (n = 270,000); note: potency is the fitted concentration of half-maximal effect; % is set by controls: 0 for no effect and ±100 for the full control effect
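Compounds were pin-transferred into ATP buffer (35 uM final), then GALK plus galactose (5 nM, 100 uM final) was added. After 1 h at room temperature, Kinase-Glo Plus was added and luminescence read after 10 min.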
S-ASM inh = inhibitors of human secretory acid sphingomyelinase. placental ASM, HMU-PC fluorogenic substrate, 60 min. actives 0.006% (n = 340,000). AID 504937. Potency, µM (titrated, usually from 57.5 µM), without a hit: top-dose activity change, negative = inhibition, hits mostly inhibitors. P17405; note: potency is the fitted concentration of half-maximal effect
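Steps: dispense placental human ASM, pin compound, wait 10 min at room temperature, add HMU-PC0 substrate at 9 uM final, incubate 60 min at 37 °C, add stop solution raising pH to 10, read fluorescence.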
BCR signal inh = blocks chronic active B-cell receptor signaling. ABC-DLBCL IkBa-CBG/CBR reporter, luminescence ratio, 4 h. AID 493014. actives 0.05% (n = 340,000). Potency, µM (doses to about 46.1 µM), for the others: at the top dose ratio change, negative = lower green/red ratio, hits mostly inhibitors; active = well fitted inhibition curve with a large enough effect in the signal ratio, with a control signal flat, not every such curve was filed as active; inconclusive = small, poorly fitted or top-dose-only effect, or effect the other way, or a change in a side signal; the % refers to the signal ratio;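 note: potency is the fitted concentration of half-maximal effect; plate controls were basal doxycycline-induced cells for no effect and cells given 10 µM MG132 for full effect; MG132 reads +100%, hits lower the ratio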
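Concentration-response series (up to 46 uM) were applied to TMD8 dual-reporter cells for 4 h at 37C with doxycycline. Green/red ratio, after filter-overlap correction, defined %Activity; red signal alone was normalised to basal cells and zero luminescence.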
Menin MLL FP TR = displaces Texas Red mutant MLL peptide from human menin. actives 0.23% (n = 270,000). Menin + Texas Red MLL mutant peptide, fluorescence polarization. Potency, µM (doses to about 61.6 µM), without a hit: at the top dose FP activity change, negative = inhibition, actives largely listed as inhibitors. AID 1768. O00255; active = well fitted inhibition curve with a large enough effect in the polarisation, with a control signal flat, not every such curve was filed as active; inconclusive = small, poorly fitted or top-dose-only effect, or effect the other way, or a change in a side signal; inactive = no such curve, though single readings can be large or run the other way; the % refers to the polarisation; note: potency is the fitted concentration of half-maximal effect; % of control where 0% means no effect; many of its hits are not listed in these tables
a7 integrin act = activators of alpha7 integrin expression for muscular dystrophy. actives 0.064% (n = 350,000). Potency, µM (series often up to 38.3 µM), inactives show top-dose activation, hits mostly activators. AID 624291. alpha7betagal myoblasts, beta-gal FDG fluorescence, 48 h;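 note: potency is the fitted concentration of half-maximal effect; 100% = response of the positive control SU9516; nearly all actives have a fitted effect of over 60% in size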
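alpha7betagal+/- myoblasts (passage 13, 250/well) treated 48 h at 37C with compounds at 1:260 dilution of DMSO stock. Lysed, then beta-galactosidase activity read as FDG fluorescence (ex 480/em 540) after 30 min, with pre-read for autofluorescence.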
The depositor's hits bear a star; ? = inconclusive; nt = no result given; [ ] = dose if it differs, or a comment. Unless noted, calls come from the whole dose curve; as a rule, active = well fitted curve in the direction sought with a large enough effect; inconclusive = small, poorly fitted or top-dose-only effect, or another doubt; inactive = no such curve, though single readings can be large; an effect the other way counts as inactive or inconclusive. Only part of the results is shown; the hit share may differ from the screen's.

SMILES	PKM2 act	Giardia killer	Coupling enz	B2AR arrestin	TSG101-PTAP inh	Tb PFK block	GALK inhibitor	S-ASM inh	BCR signal inh	Menin MLL FP TR	a7 integrin act
CCOc1ccccc1NC(=O)Cn1c(=O)sc2ccccc21	1.2%	-2.9	-0.3	0.1%	1.1%	1.2%	1.5%	-1.1%	-15.0%	9.5%	-16.3%
Cc1ccc(-n2c(C)nn(-c3ncc(C(F)(F)F)cc3Cl)c2=O)cc1	5.4%	4.8	2.5	?	-3.4%	3.3%	0.5%	2.2%	?	-4.5%	10.4%
O=C(Nc1cccc([N+](=O)[O-])c1)C1C2/C=C\CCCCC21 (stereo not given)	-5.6%	0.9	2.6	-0.6%	-1.0%	3.5%	-3.7%	1.9%	3.1%	?	0.0%
CCCCNC(=O)O[C@@H]1C[C@H]2CCC(=O)N3CC[C@@H](C1)[C@@H]23	-2.6%	6.3	0.9	-0.9%	0.3%	0.3%	nt	1.3%	-9.0%	-23.2%	-2.4%
CCN(CC)S(=O)(=O)c1ccc(Cc2ncc(C(F)(F)F)cc2Cl)s1	0.2%	14.5	-1.3	-0.1%	-6.5%	1.0%	0.1%	-1.5%	12.1%	-3.9%	-49.4%[inhibitor]
CN1C(=O)Cc2cc(S(=O)(=O)N3CCN(c4cccc(Cl)c4)CC3)ccc21	nt	14.8	nt	0.5%	-2.7%	1.6%	0.5%	-1.0%	?	nt	7.3%
CCCOc1ccc(C(=O)OCC(=O)c2c(N)n(C)c(=O)n(C)c2=O)cc1OCC	-2.3%	23.6	1.5	0.1%	-0.7%	-1.3%	-1.6%	2.8%	13.8%	0.7%	10.9%
CCc1nccn1S(=O)(=O)c1cc(C)c(OC)cc1C	0.4%	-2.7	-1.1	0.0%	-2.2%	0.1%	-2.5%	13.0%	8.6%	-6.9%	-8.4%
O=C(NCc1ccccc1)c1ccc(Br)o1	-3.5%	-27.2	-0.6	-0.1%	-2.9%	-0.5%	nt	0.8%	-0.9%	15.7%	15.8%
COc1ccc(OCCCC(=O)Nc2ccc(OC)c(S(=O)(=O)N3CCOCC3)c2)cc1	nt	-12.7	nt	0.3%	-1.0%	6.1%	nt	4.5%	?	nt	-18.6%
Cc1ccc2nc(NC(=S)NC(=O)c3ccc(OC(C)C)cc3)sc2c1	27.0%	-16.7	3.0	-0.2%	-4.6%	14.9%	-1.3%	-5.2%	-1.0%	?	30.9%
O=C(COC(=O)COc1ccccc1F)Nc1cccc(S(=O)(=O)N2CCCCC2)c1	nt	5.6	nt	-0.5%	-6.9%	2.4%	nt	-0.1%	1.7%	nt	-6.7%
CC(=O)c1c(N=CN(C)C)nc(C)nc1-c1ccccc1	1.7%	-7.0	0.2	-0.4%	-4.8%	-2.9%	2.5%	1.0%	-0.8%	16.7%	5.7%
O=C(CCn1ccnc1)Nc1cc(Cl)ccc1O	nt	-3.9	-1.4	-0.1%	-1.2%	0.2%	-1.2%	-3.4%	0.2%	-19.4%	-17.0%
COc1ccc(S(=O)(=O)N(CC(=O)N/N=C/c2cccs2)c2cc(C)cc(C)c2)cc1OC	-9.3%	-11.0	-1.3	0.8%	-9.4%	2.4%	0.3%	-2.8%	?	-8.3%	-6.6%
Cc1ccc2cc3cc(C(=O)N4CCCCCC4)oc3nc2c1	-1.4%	-4.2	-75.9*	0.0%	2.3%	3.0%	0.0%	-2.3%	2.2%	?	22.5%
COc1cc(COc2ccc3c(C)c(Cc4ccccc4)c(=O)oc3c2C)cc(OC)c1OC	-1.8%	11.4	-0.9	-0.6%	-1.7%	1.6%	3.4%	3.8%	0.1%	-21.3%	-44.2%
CN1C(=O)/C(=C/C=C2/CCCN2C)N(C)C1=S	8.0%	-6.2	-42.4*	-0.3%	37.4%[activator]	-3.5%	12.1%	-16.1%	?	6.0%	-37.4%
COc1ccc(/C=N/NC(=S)Nc2ccccc2)cc1COc1ccc(Br)cc1	0.8%	-14.2	-6.2	-0.4%	-0.1%	0.6%	-0.3%	-5.7%	0.4%	nt	-53.0%[inhibitor]
O=c1[nH]c(N/N=C/c2ccc(O)cc2)nc2ccccc12	-3.1%	3.0	0.2	-0.1%	0.3%	-10.8%	0.4%	250.6%[activator]	?	?	7.6%
Cc1cccc(C)c1NC(=O)CN(C)C(=O)CCC(=O)c1ccccc1	nt	0.9	nt	0.1%	-4.7%	-7.6%	nt	8.4%	0.9%	nt	-22.4%
Cc1cc(C)nc(SCc2nnc(SCC(=O)Nc3nccs3)n2C)n1	-2.2%	27.1	2.2	-0.2%	-8.1%	1.7%	-0.5%	0.5%	0.7%	-0.9%	8.1%
CC(C)CCN1CCN(Cc2ccon2)CC1CCO (stereo not given)	3.7%	?	1.6	-0.4%	-6.1%	1.6%	1.2%	3.4%	?	5.4%	-23.6%
C=CCNC(=O)c1ccc2c(c1)N(CC)C(=O)c1ccccc1S2	nt	-6.1	-2.4	-0.7%	-2.4%	0.7%	-0.3%	-0.4%	-7.3%	0.4%	-22.1%
COc1ccc(N(C(=O)c2ccn[nH]2)C(C(=O)NC2CCCC2)c2ccc(F)cc2)cc1 (stereo not given)	-7.3%	16.5	5.7	-0.8%	-6.3%	1.0%	-3.3%	-0.9%	?	-21.4%	-7.7%
Next section:
SMILES	PKM2 act	Giardia killer	Coupling enz	B2AR arrestin	TSG101-PTAP inh	Tb PFK block	GALK inhibitor	S-ASM inh	BCR signal inh	Menin MLL FP TR	a7 integrin act
CN(C(=O)CCCN1CCCC1=O)C1CCCN(Cc2ccccc2F)C1 (stereo not given)	0.7%	-26.9	-0.2	-0.5%	-0.5%	4.2%	-0.1%	-0.1%	-1.3%	11.7%	0.5%
Cc1cc(C)n(-c2cccc(Cl)c2)c(=O)c1C#N	-3.7%	6.4	-1.6	0.3%	-9.0%	-3.1%	0.0%	-0.1%	-1.1%	0.9%	-0.1%
C=CCN1C(=O)C2C(C(=O)NC3CCCCC3)C3C=CC2(O3)C1C(=O)NC1CCCC1 (stereo not given)	-5.6%	1.6	2.0	-0.4%	-1.2%	-1.5%	3.7%	4.0%	-0.6%	13.3%	-13.5%
CCCC(=O)Nc1nnc(SCC(=O)NCc2ccco2)s1	18.1%	-14.8	0.5	0.4%	-0.6%	3.6%	1.1%	2.8%	0.5%	-1.3%	4.4%
COc1ccc(NC(=O)CO/N=C(\C)c2cccs2)cc1	-1.5%	-6.3	-1.7	0.2%	-1.3%	-2.9%	6.9%	1.1%	0.3%	10.8%	26.8%
Cc1ccc2cc(C(c3nnnn3C(C)(C)C)N3CCCCCC3)c(=O)[nH]c2c1 (stereo not given)	-7.6%	-0.3	-9.2	0.0%	-9.3%	-0.2%	-0.1%	7.3%	1.3%	-3.7%	10.8%
CCC(/C=N/NC(=O)C(N)=O)CC	-2.6%	-5.5	1.7	-0.4%	-7.3%	1.3%	2.9%	3.3%	0.1%	-2.8%	25.8%
C#CCOc1ccc(/C=C2/C(=O)ON=C2C)cc1Br	nt	16.4	5.5	-0.4%	-2.0%	-3.4%	4.3%	-4.4%	-4.3%	37.8%[activator]	-1.8%
CC(C)OCCCNC(=O)CCc1nc(-c2ccccc2)no1	-5.8%	11.5	3.4	-0.1%	-10.1%	-3.3%	7.2%	4.8%	9.4%	-10.1%	5.0%
COC(=O)/C=C1\C(=O)N(c2nc3ccccc3s2)C(=S)N1c1ccc(F)cc1	1.7%	-5.5	3.4	-0.2%	16.2%	0.2%	1.8%	-1.0%	?	0.6%	32.0%
Cc1ccc(C)c(CS(=O)(=O)c2cn(CC(=O)N3CCCCC3)c3ccccc23)c1	7.4%	5.0	2.9	-0.3%	-1.5%	-0.4%	-0.3%	2.0%	?	6.8%	-17.7%
Cc1cc(C)cc(NC(=O)Cn2nnc(C(=O)NCc3ccc4c(c3)OCO4)c2N)c1	nt	-3.6	2.0	-0.3%	-1.4%	0.9%	-1.6%	-2.7%	1.6%	18.0%	-59.0%[inhibitor]
COc1ccc(CCCNC(=O)C2CCC(=O)N(CC3CCCCC3)C2)cc1 (stereo not given)	-1.2%	-1.1	nt	0.6%	-3.7%	-1.2%	-5.6%	-1.0%	0.0%	nt	-16.1%
O=C(Nc1cccc2ccccc12)NC1CCS(=O)(=O)C1 (stereo not given)	3.3%	5.3	1.1	-0.1%	-6.3%	-0.5%	-2.6%	0.4%	?	23.7%	38.5%
